HIV fusion peptide = inhibitors of HIV fusion peptide binding, primary screen, biochemical, uHTS, fluorescence dequenching (AID 1986) | cell-free peptide binding, fluorescence dequenching, 30 min; higher % means a stronger effect | inhibition, % at 20 µM, or IC50 in µM where a hit was titrated | 290,000 compounds, 0.3% hits; in the data active means inhibition mostly above about 52%, no sharp cut-off; inactive means mostly below about 76%; further: some results filed as inactive read as strong as hits
KOR beta-arrestin-1 = KOR agonists, beta-arrestin recruitment, primary screen, cell-based, luminescence, uHTS (AID 1777); Kappa-type opioid receptor (Homo sapiens); KOR beta-arrestin recruitment, luminescence; higher % means a stronger effect; activation, % at 10 µM; hits with a dose series show EC50 in µM; 280,000 compounds, 0.02% hits; in the data active means activation above about 50%, passing the limit was not always enough; further: a part of the inactive calls stands beside numbers as strong as those of hits
GPR35 arrestin U2OS = GPR35 antagonists blocking zaprinast-driven arrestin recruitment, primary screen, imaging, U2OS, beta-arrestin-GFP, zaprinast agonist (AID 2058). 290,000 compounds, 0.052% hits. G-protein coupled receptor 35 (Homo sapiens). inhibition, % at 10 µM; hits with a dose series show IC50 in µM. U2OS GPR35 beta-arrestin-GFP translocation imaging, zaprinast antagonism; higher % means a stronger effect;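 active means inhibition of at least 50% with at least 30 cells and total cytoplasm GFP at most 10,000,000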
KOR beta-arrestin-2 = KOR antagonists, beta-arrestin recruitment, cell-based, luminescence, uHTS (AID 1778); Kappa-type opioid receptor (Homo sapiens); KOR beta-arrestin recruitment, luminescence, antagonist mode; higher % means a stronger effect; inhibition, % at 10 µM; hits with a dose series show IC50 in µM; 290,000 compounds, 0.091% hits; in the data active means inhibition above about 50%; further: strong numbers were not always called active
Siah-1 displacement = Siah-1 peptide-binding antagonists, primary screen, biochemical, fluorescence polarization, rhodamine-plectin, uHTS (AID 1817). E3 ubiquitin-protein ligase SIAH1 (Homo sapiens). Siah-1 / rhodamine-plectin peptide fluorescence polarization; higher % means a stronger effect. displacement, % at 20 µM; hits with a dose series show IC50 in µM. 290,000 compounds, 0.02% hits;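 active means displacement of at least 50% at 20 µM, with a fluorescence ratio check between 0.3 and a set limit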;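 further: plate controls were Siah plus tracer with DMSO for no effect and tracer alone without Siah for full effect; strong numbers were not always called active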
NOD1 NF-kB reporter = NOD1 signaling inhibitors, primary screen, cell-based, luminescence, uHTS (AID 1578) | one-dose inhibition, % at 4 µM; EC50 in µM for titrated hits | NOD1-driven NF-kB luciferase reporter cells, luminescence; higher % means a stronger effect | 290,000 compounds, 1% hits; in the data active means inhibition mostly above about 36%, no sharp cut-off; inactive means mostly below about 34%;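 further: HEK-293T reporter cells stimulated with the NOD1 agonist gamma-tri-DAP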
AID2073 = inhibitors of Mint1-CaV2.2 protein interaction, biochemical, HTRF (AID 2073); inhibition, % at 20 µM; hits with a dose series show IC50 in µM; Voltage-dependent N-type calcium channel subunit alpha-1B (Homo sapiens); HTRF protein-protein interaction, Mint1-CaV2.2; higher % means a stronger effect; 290,000 compounds, 0.19% hits; in the data active means inhibition mostly above about 51%, no sharp cut-off; further: some results filed as inactive read as strong as hits
GPR55 antagonists = GPR55 antagonists blocking LPI-driven arrestin recruitment, primary screen, imaging, U2OS, beta-arrestin-GFP, LPI agonist (AID 2013); G-protein coupled receptor 55 (Homo sapiens); U2OS GPR55 beta-arrestin-GFP translocation imaging, LPI antagonism; higher % means a stronger effect; one-dose inhibition, % at 10 µM; IC50 in µM for titrated hits; 290,000 compounds, 0.13% hits;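 active means spots per cell inhibited over 60%, with over 100 cells counted and total cytoplasm intensity under 500,000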;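 further: U2OS cells stably carrying GPR55 and arrestin-GFP stimulated by 5 µM LPI near EC80; imaged beta-arrestin-GFP aggregate spots per cell after agonist stimulation; plate controls were LPI-stimulated DMSO wells for no effect and DMSO wells without LPI for full effect; some results filed as inactive read as strong as hits; confirmed hits need IC50 under 10 µM and bright autofluorescent wells are also inconclusive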
GPR55 beta-arrestin = GPR55 agonists via beta-arrestin recruitment, primary screen, imaging, U2OS cells, beta-arrestin-GFP redistribution (AID 1961). G-protein coupled receptor 55 (Homo sapiens). U2OS GPR55 beta-arrestin-GFP redistribution imaging; higher % means a stronger effect. one-dose activation, % at 10 µM; EC50 in µM for titrated hits. 290,000 compounds, 0.048% hits;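 active means activation above 40% with more than 50 cells counted in the well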;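 further: U2OS osteosarcoma cells stably expressing GPR55 and beta-arrestin-GFP; plate controls were DMSO negative control for no effect and LPI positive control for full effect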
The depositor's hits bear a star; . = no result given; [ ] = another dose, or the depositor's remark.

HIV fusion peptide	GPR55 antagonists	NOD1 NF-kB reporter	GPR35 arrestin U2OS	GPR55 beta-arrestin	KOR beta-arrestin-2	KOR beta-arrestin-1	AID2073	Siah-1 displacement	Compound
-0.8%	-6%	-7%	-3%	0.3%	-3%	4.3%	11%	-4%	CC(=O)OCC(OC(C)=O)C(OC(C)=O)C(OC(C)=O)C(=O)Nc1cccc(C)c1 (configuration not stated)
1.8%	6%	-10%	-2%	0.2%	.	.	-9%	-1%	Cc1ccc(NC(=O)Cn2cnc3c(=O)n(C)c(=O)n(C)c32)c(C)c1
-0.1%	1%	-4%	-4%	-0.1%	6%	0.8%	7%	6%	CCCOc1nc(SCCC)nc2c1cnn2-c1ccccc1
-0.5%	0%	-28%	-4%	0.2%	-366%	5.4%	4%	1%	COc1ccc(NC2=NC(=S)N(c3cccc(C)c3)C23CCCCC3)cc1
0.7%	-4%	-15%	5%	-0.2%	-1%	-0.4%	19%	-3%	O=S(=O)(Nc1ccc(Cl)c(Cl)c1)N1CCOCC1
11%	4%	6%	18%	0.0%	-20%	-2.3%	-16%	-7%	Cc1ccccc1C(=O)NNC(=S)NC(=O)c1ccc(Cl)cc1Cl
1.4%	15%	-19%	15%	-0.2%	18%	4.8%	2%	2%	CCn1cc(C(=O)NCCN(C)CCc2ccccc2)c(=O)c2cc(S(=O)(=O)N(C)C)ccc21
11%	12%	-10%	-6%	0.6%	21%	-4.5%	2%	5%	Cc1ccc(NC(=O)N/C=C/c2ccco2)c(C)c1
-0.3%	3%	0%	10%	0.0%	10%	1.6%	1%	-2%	CCN(CC)CC(O)COC(c1ccccc1)c1ccccc1 (configuration not stated)
0.5%	14%	4%	8%	0.2%	-7%	-1.5%	-2%	4%	CC1Oc2ccccc2N(CC(=O)NC2CCCCC2)C1=O (configuration not stated)
-0.6%	4%	-26%	3%	0.6%	-11%	-3.6%	9%	5%	N#Cc1cc([N+](=O)[O-])ccc1NCC1CCCO1 (configuration not stated)
0.8%	1%	0%	-1%	-0.1%	0%	2.9%	2%	1%	COc1ccc(N2CC(C(=O)Nc3cccnc3)CC2=O)cc1 (configuration not stated)
8.9%	-7%	-30%	-8%	-0.1%	-5%[20 µM]	-4.2%	14%	8%	Cc1ccccc1NS(=O)(=O)c1nnc(NC(=O)c2ccc(Cl)cc2)s1
1.1%	16%	-54%	-15%	0.5%	12%	-2.4%	36%	0%	CC(C)C1OC(c2cccc(NC(=O)c3cccs3)c2)OCC1(C)C (configuration not stated)
-2.2%	3%	-29%	-3%	-0.1%	-44%	0.1%	-8%	2%	CCOc1ccc(/C=C2/Sc3ccc(C(=O)NCC4CCCO4)cc3N(C)C2=O)cc1OC (configuration not stated)
-1.9%	-1%	-17%	-13%	-0.1%	24%	1.0%	-1%	9%	CCOC(=O)C1=C(c2ccccc2)N2CCS(=O)(=O)N=C2S1
1.2%	6%	-12%	15%	-0.1%	-22%	-0.4%	-33%	1%	CCOc1ccc(NC(=O)NCC2CCN(c3ccc(OC)cc3)C2)cc1 (configuration not stated)
-0.9%	-6%	-12%	-12%	-0.1%	-20%	-5.7%	0%	1%	CC(N=Cc1nc(-c2ccccc2)oc1O)c1ccccc1 (configuration not stated)
1.7%	3%	-14%	-4%	-0.3%	-21%[20 µM]	-1.7%	9%	-2%	O=S1(=O)CCOCCCN1Cc1ccccc1Br
-1.0%	-12%	-14%	18%	0.2%	-46%	1.2%	2%	0%	CC(=O)Nc1ccc(NC(=O)CC2SC(=O)N(CC(=O)c3ccccc3)C2=O)cc1 (configuration not stated)
-2.3%	5%	29%	-17%	-0.1%	2%	-8.0%	14%	-2%	Cc1ccc(-c2c(C(=O)N/N=C/c3ccoc3)nnn2-c2nonc2N)cc1
-1.9%	9%	-21%	22%	0.3%	-20%[20 µM]	-4.2%	1%	-6%	Cn1c(C(=O)c2ccccc2[N+](=O)[O-])nc2ccccc21
0.4%	8%	-24%	-15%	0.3%	25%	1.0%	5%	-1%	Cn1cc(CN2CCC(n3nccc3NC(=O)c3ccccc3Cl)CC2)cn1
-0.4%	1%	-9%	2%	-0.1%	-4%	1.0%	10%	2%	O=c1[nH]c2cc(Cl)ccc2n(CCNc2ncc(C(F)(F)F)cc2Cl)c1=O
2.4%	4%	7%	4%	0.0%	7%	0.0%	16%	4%	CCCNc1nc2nc3ccccn3c(=O)c2cc1C(=O)NCCN1CCOCC1
1.3%	12%	-26%	-15%	0.8%	-15%	-2.8%	-12%	5%	CC(C)NC(=O)NC(=O)CSc1nnc(COc2ccccc2Cl)o1
-1.8%	-4%	-14%	-5%	-0.1%	-16%	-2.6%	13%	5%	Cc1ccc(NC(=O)c2cc(-c3cc(Cl)ccc3O)n[nH]2)cc1C
-0.6%	4%	-31%	-7%	-0.3%	-31%	4.3%	-11%	-1%	CC1(c2ccc([N+](=O)[O-])c(CS(=O)(=O)c3ccccc3)c2)OCCO1
-1.2%	8%	-18%	9%	-0.1%	-18%	-2.2%	21%	-4%	COc1cc(C(=O)N/C(=C\c2cn(C)c3ccccc23)C(=O)NCCN2CCOCC2)cc(OC)c1OC
-2.4%	26%	-19%	1%	-0.1%	-6%	2.5%	4%	0%	COc1ccccc1C(=O)NC(C)c1nc2ccccc2[nH]1 (configuration not stated)
1.6%	3%	-14%	-28%	0.7%	-3%	0.9%	15%	6%	Cc1cccn2c(=O)c3cc(C(=O)NC4CCCCCC4)sc3nc12
-0.1%	5%	-1%	-3%	-0.2%	.	-6.6%	23%	-2%	Nc1nc(NC(=O)c2cccnc2)nn1-c1ccccc1
1.2%	2%	-29%	-7%	0.3%	-24%	0.7%	2%	5%	Cc1ccc2c(c1)sc[n+]2Cc1ccccc1
-1.2%	4%	-13%	3%	0.8%	-11%	7.5%	-7%	-2%	CCS(=O)(=O)c1nc(S(=O)(=O)c2ccc(Cl)cc2)c(N2CCCC2)s1
1.9%	12%	-26%	10%	0.0%	-18%	3.4%	2%	5%	C/C(=N\NC(=O)c1c(Cl)c(C)nn1C)c1cccc(NC(=O)c2cccc(F)c2)c1
-1.0%	12%	9%	-3%	0.2%	-27%[20 µM]	.	3%	-1%	CCOCCCNC(=O)C1CCN(Cc2cccc(OCc3ccccc3)c2)CC1
-1.5%	9%	-6%	-1%	0.7%	16%	-2.5%	17%	0%	O=[N+]([O-])c1ccc(S(=O)(=O)N2CCN(c3ccnc4cc(Cl)ccc34)CC2)cc1
0.6%	11%	-10%	8%	-0.2%	3%	1.9%	7%	0%	CCCCNC(=O)C1(O)c2cc(Br)ccc2NC(=O)N1c1cccc(OC)c1 (configuration not stated)
1.4%	8%	-4%	10%	0.0%	18%	-5.7%	-9%	0%	CCOC(=O)C1CCN(C(=S)Nc2ccc(CC)cc2)CC1
-2.6%	-1%	-2%	-12%	-0.1%	7%	-2.5%	9%	8%	COC(=O)c1ccc(OC(=O)CCN2C(=O)C3CCCCC3C2=O)cc1 (configuration not stated)
1.5%	-4%	-24%	7%	-0.3%	-7%	4.2%	-2%	-2%	Cc1ccccc1CC(=O)NCC1CCCCC1
0.3%	2%	0%	16%	-0.2%	11%	-0.1%	-6%	0%	CCCCCn1c(CN2CCN(C)CC2)nc2c1c(=O)n(C)c(=O)n2C
-0.8%	16%	-12%	0%	0.3%	6%	-7.6%	5%	2%	COc1ccc(S(=O)(=O)n2nc(C)c(S(=O)(=O)N3CCOCC3)c2C)cc1
3.0%	-10%	-8%	10%	-0.1%	-60%	-1.0%	6%	6%	O=c1[nH]cnc2scc(-c3cccs3)c12
14%	-4%	-12%	-4%	0.1%	9%[20 µM]	9.9%	77%	14%	O=C(/C=C/c1ccc(Br)o1)NCc1ccccc1
-0.2%	-1%	-9%	6%	0.2%	-17%	9.6%	8%	-2%	COc1ccc(C(=O)NC(C)Cn2nc(C)cc2C)cc1OC1CCN(C(C)=O)CC1 (configuration not stated)
1.1%	-7%	-7%	8%	-0.3%	-26%	-1.4%	4%	1%	O=C(O)C1C(C(=O)O)C1(c1ccccc1)c1ccccc1 (configuration not stated)
-1.7%	7%	-18%	-15%	0.1%	7%	-2.6%	-8%	-2%	Cc1ccc(C)c(NC(=S)Nc2ccc(S(=O)(=O)Nc3ncccn3)cc2)c1
0.3%	9%	-43%	-7%	-0.4%	-1%	-0.5%	0%	3%	Clc1ccc(CSc2ccc(-c3ccccn3)nn2)cc1

Eight successive compounds out of the list so far:
HIV fusion peptide	GPR55 antagonists	NOD1 NF-kB reporter	GPR35 arrestin U2OS	GPR55 beta-arrestin	KOR beta-arrestin-2	KOR beta-arrestin-1	AID2073	Siah-1 displacement	Compound
1.3%	12%	-26%	-15%	0.8%	-15%	-2.8%	-12%	5%	CC(C)NC(=O)NC(=O)CSc1nnc(COc2ccccc2Cl)o1
-1.8%	-4%	-14%	-5%	-0.1%	-16%	-2.6%	13%	5%	Cc1ccc(NC(=O)c2cc(-c3cc(Cl)ccc3O)n[nH]2)cc1C
-0.6%	4%	-31%	-7%	-0.3%	-31%	4.3%	-11%	-1%	CC1(c2ccc([N+](=O)[O-])c(CS(=O)(=O)c3ccccc3)c2)OCCO1
-1.2%	8%	-18%	9%	-0.1%	-18%	-2.2%	21%	-4%	COc1cc(C(=O)N/C(=C\c2cn(C)c3ccccc23)C(=O)NCCN2CCOCC2)cc(OC)c1OC
-2.4%	26%	-19%	1%	-0.1%	-6%	2.5%	4%	0%	COc1ccccc1C(=O)NC(C)c1nc2ccccc2[nH]1 (configuration not stated)
1.6%	3%	-14%	-28%	0.7%	-3%	0.9%	15%	6%	Cc1cccn2c(=O)c3cc(C(=O)NC4CCCCCC4)sc3nc12
-0.1%	5%	-1%	-3%	-0.2%	.	-6.6%	23%	-2%	Nc1nc(NC(=O)c2cccnc2)nn1-c1ccccc1
1.2%	2%	-29%	-7%	0.3%	-24%	0.7%	2%	5%	Cc1ccc2c(c1)sc[n+]2Cc1ccccc1

This is a subset (hit frequency here may not be typical).
